High-throughput results from PubChem BioAssay.
CXCR6 inh: CXCR6 receptor inhibitors, primary screen, cell-based, beta-arrestin, luminescence, CHO-K1 PathHunter, 1536-well; actives 0.36% (n = 360,000); C-X-C chemokine receptor type 6 (Homo sapiens), O00574; inhibition, % at 20 µM; in the data active means inhibition above about 34%, passing the limit was not always enough;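 further: antagonist mode with CXCL16 agonist at 10 nM final; 0% = 10 nM CXCL16 with DMSO and 100% = unstimulated wells without agonist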
Target sequence (O00574 whole entry, looked up): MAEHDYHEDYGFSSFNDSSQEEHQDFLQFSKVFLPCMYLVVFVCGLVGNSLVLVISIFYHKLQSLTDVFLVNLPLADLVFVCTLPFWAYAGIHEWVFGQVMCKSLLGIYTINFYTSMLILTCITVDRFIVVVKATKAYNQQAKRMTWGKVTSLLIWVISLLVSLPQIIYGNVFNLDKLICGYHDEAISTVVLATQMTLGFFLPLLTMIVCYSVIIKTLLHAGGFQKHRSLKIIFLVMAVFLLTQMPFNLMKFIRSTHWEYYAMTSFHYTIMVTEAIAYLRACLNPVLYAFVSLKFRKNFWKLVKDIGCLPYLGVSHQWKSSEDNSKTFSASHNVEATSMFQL
EBI2 block: EBI2 receptor antagonists, beta-arrestin recruitment, primary screen, cell-based, luminescence, 7a,25-OHC stimulation, uHTS. inhibition, % at 5 µM. G-protein coupled receptor 183 (Homo sapiens), P32249. actives 0.81% (n = 360,000). 7a,25-OHC stimulated; in the data active means inhibition above about 38%;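 further: enzyme fragment complementation signal reports receptor beta-arrestin coupling in cells; 0% = agonist plus DMSO wells and 100% = wells without agonist; some results beyond the cut were filed as inactive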
Target sequence (P32249 whole entry, looked up, the tested form may be a part): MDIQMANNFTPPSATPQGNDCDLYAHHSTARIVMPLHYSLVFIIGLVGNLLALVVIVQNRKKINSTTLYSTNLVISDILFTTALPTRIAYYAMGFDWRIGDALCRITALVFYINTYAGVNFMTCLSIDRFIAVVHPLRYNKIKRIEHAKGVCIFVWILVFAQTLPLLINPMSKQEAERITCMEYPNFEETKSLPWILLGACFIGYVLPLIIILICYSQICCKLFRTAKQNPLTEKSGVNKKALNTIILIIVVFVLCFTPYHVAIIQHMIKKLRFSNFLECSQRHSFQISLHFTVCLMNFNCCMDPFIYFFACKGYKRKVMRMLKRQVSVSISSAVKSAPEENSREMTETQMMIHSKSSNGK
MPTP inh: mitochondrial permeability transition pore inhibitors, primary screen, biochemical, isolated mouse mitochondria, absorbance | Ca2+ swelling absorbance, 30 min | inhibition, % at 10 µM | actives 1.4% (n = 360,000) | AID 602449, 2012;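 active means inhibition of 50% or more, scaled per plate between neutral and stimulator controls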;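 further: 0% = DMSO wells given calcium and 100% = 1 mM EGTA wells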
Numbers without * were called inactive. Not all compounds are listed; count on the stated rates, not on these rows.

entry	CXCR6 inh	EBI2 block	MPTP inh	Molecule
1	-3.7	-6.7	1.1	CC(C)[C@@H]1Cc2[nH]n(C)c(=O)c2[C@H](c2ccc(Cl)cc2)O1
2	8.4	0.9	0.8	Cc1ccc(OCc2cc(C(=O)N(C)C3CCCc4ccccc43)no2)cc1C (stereo not drawn)
3	0.4	-5.0	-0.6	Cc1ccccc1-c1nc(NCCN(C)C)nc2ccsc12
4	-11.4	-7.3	-1.2	CC(c1ccccc1)n1ccnc1CO (stereo not drawn)
5	2.4	1.7	0.5	CC(C)=CCCC(C)=CCN1C(=O)CN(C)C1=O
6	-9.9	-4.3	1.0	CC(=NNC(=S)Nc1ccccc1)c1ccccn1
7	-4.2	-4.0	-0.3	O=C(CC[C@H]1O[C@@H](n2cnc3c(NC(=O)c4ccccc4)ncnc32)[C@H](O)[C@@H]1O)NCCc1cc2ccccc2[nH]1
8	1.8	7.5	3.1	OC(c1ccccc1)c1nc(-c2ccc(F)c(Cl)c2)cs1 (stereo not drawn)
9	5.9	-3.7	-2.2	CC1Oc2ccc(C#N)cc2N(Cc2cccc(F)c2)C1=O (stereo not drawn)
10	-0.7	-8.9	0.2	C[C@@H]1CCCCO[C@H](CN(C)Cc2ccc(C(=O)O)cc2)[C@H](C)CN([C@@H](C)CO)C(=O)c2cc(NC(=O)Nc3ccc(C(F)(F)F)cc3)ccc2O1
11	4.5	1.5	0.7	CCCCOCCOC(=O)C1OC1(C)c1ccccc1 (stereo not drawn)
12	-2.1	-1.1	-3.9	CC(=O)Nc1ccc(-c2ccnc3c2CC(C(=O)NCC2CC2)O3)cc1 (stereo not drawn)
13	2.4	-13.0	-1.8	CC(c1ccc2ccccc2c1)c1ccccc1C(=O)O (stereo not drawn)
14	-3.6	1.4	-1.8	C[C@@H](NC(=O)[C@@H]1CCCN1C(=O)[C@@H]1CCCN1C(=O)c1cccs1)c1ccccc1
15	-5.0	2.6	0.0	Cc1ccc(S(=O)(=O)N(C)C[C@@H]2OCCCC[C@H](C)Oc3ccc(NC(=O)Nc4ccc(F)cc4)cc3C(=O)N([C@H](C)CO)C[C@H]2C)cc1
16	5.9	-1.7	0.6	CCCNCC(=O)Nc1sc2c(c1C(=O)Nc1c(C)n(C)n(-c3ccccc3)c1=O)CCCC2
17	-1.7	6.3	1.0	COc1cc(-c2c(C(=O)c3ccccc3)[nH]c(N)c2C(N)=O)ccc1F
18	3.9	3.2	0.2	COc1ccc(S(=O)(=O)NC(=O)C2(C)CCN2C(=O)CCC2CCCC2)cc1OC (stereo not drawn)
19	-0.2	16.0	3.2	CC(C)C[C@@H](CN1CCCC1CN1C(=S)NC[C@@H]1Cc1ccccc1)N1C[C@H](Cc2ccc(O)cc2)N(CC2CCCCC2)C1=S (stereo partly drawn)
20	-12.2	-6.3	-0.7	COc1cc(NC(=O)C2(C)CCCN(C(C)C)C2)cc(OC)c1OC (stereo not drawn)
21	-0.3	21.5	3.0	CC(C)C[C@@H](CN1CCCC1CN1C(=S)NC[C@@H]1Cc1ccccc1)N1C[C@H](Cc2ccc(O)cc2)N(CCc2ccccc2)C1=S (stereo partly drawn)
22	-0.7	0.4	1.1	CCCS(=O)(=O)NC(=O)C1(C)CCCN(C(=O)c2c(C)noc2C)C1 (stereo not drawn)
23	7.7	-10.9	-0.1	O=C(NCC1CC1)c1ccc2sc([C@@H]3O[C@H](CO)[C@H](O)[C@H](O)[C@H]3O)nc2c1
24	6.3	11.1	-1.2	CCOC(=O)[C@]12CCC=C1N(Cc1ccco1)C(=O)[C@H](CC(=O)NCC13CC4CC(CC(C4)C1)C3)C2
25	-7.3	-5.6	-2.4	COCC(=O)N(C)[C@H]1C[C@H]2c3[nH]c4ccccc4c3CCN2C(=O)[C@H]1[C@H](C)O
26	-6.3	4.4	-3.0	COc1ccc2c(c1)c[n+](C)c1c3cc(OC)c(OC)cc3ccc21
27	0.1	-6.7	0.9	COc1ccc(Cc2c(-c3cccc(Br)c3)nc3ccc(Br)cn23)c(C)c1
28	-2.2	-6.2	-2.1	COCCNC(=O)C1(C)CCCN(Cc2cc(-c3ccccc3)n(C)n2)C1 (stereo not drawn)
29	-0.5	-0.5	-0.6	CC(=O)NC(c1cccc(F)c1)c1nc(-c2ccccc2C)cs1 (stereo not drawn)
30	10.2	6.8	-0.7	CC(C)c1ccc(C(=O)N2CCCCC2c2cc(C(=O)NCc3cccnc3)no2)cc1 (stereo not drawn)
31	0.6	-1.6	0.0	CC(C)OC(=O)N(C)C[C@@H]1OCc2cnnn2CCCC(=O)N([C@H](C)CO)C[C@@H]1C
32	-8.7	-8.4	-1.6	CN(C)[C@H]1CCN([C@@H]2CS(=O)(=O)N[C@H]2COCc2ccccc2)C1
33	-5.1	-14.6	0.5	CCCNC(=O)C1(C)CCN(C(=O)c2ccc3c(c2)CCO3)C1 (stereo not drawn)
34	-6.7	-9.6	3.5	Cc1cc(NCC(=O)Nc2ccc(C)c(S(=O)(=O)N3CCOCC3)c2)ccc1Br
35	5.0	11.3	3.6	Cc1cc2nc(-c3ccccc3)c(Cc3ccsc3)n2c(C)c1Br
36	2.5	-1.3	0.0	N#CCCN(Cc1ccccc1)C(C(=O)NC1CCCCC1)C1CC1 (stereo not drawn)
37	2.1	-5.1	0.4	Cn1c(=O)c2cc(NC(=O)NCc3ccccc3)ccc2n1C/C=C/c1ccccc1
38	15.2	-0.1	4.5	CC1(C(=O)Nc2ccc3c(c2)OCCO3)CCN1C(=O)C1(c2ccccc2)CC1 (stereo not drawn)
39	0.3	-8.0	0.5	C[C@H]1CN([C@@H](C)CO)C(=O)CCCn2nncc2CO[C@H]1CN(C)C(=O)c1ccccc1
40	2.5	-6.1	0.0	COCCN1C[C@@H](CO)O[C@@H](n2cnc3c(N4CCN(c5ccccc5)CC4)ncnc32)C1
41	3.0	53.1*	0.2	CCCCC[C@@H](C)N1C[C@@H](COCc2ccccc2)Oc2cc(N3CC[C@H](O)C3)ccc2S1(=O)=O
42	-8.5	-0.1	-0.8	COCCN(C(=O)CSc1nnc(-c2ccc(F)cc2)n1N)c1c(N)n(CC(C)C)c(=O)[nH]c1=O
43	7.9	3.4	1.0	Cc1ccc([C@@H]2CC(=O)[C@@H]3CN(S(=O)(=O)c4ccc(C)cc4)[C@H](c4ccc(Cl)cc4)C[C@@H]3N2S(=O)(=O)c2ccc(Cl)cc2)cc1
44	-4.5	-1.6	-1.2	COc1ccc(S(=O)(=O)Nc2cc3c4c(c2)CC(=O)N4CCC3)cc1OC
45	3.3	-21.0	-0.8	NC1=NC2OC(CO)C(O)C2O1 (stereo not drawn)
46	7.7	6.5	-0.2	CCNC(=O)C1(C)CCCN(Cc2ccc(-c3ccccn3)cc2)C1 (stereo not drawn)
47	4.8	-4.0	2.1	CC(C)(C)c1ccc(CC(=O)N2CCC2(C)C(=O)NCc2cccs2)cc1 (stereo not drawn)
48	-5.2	18.0	-0.3	CCCN(CCC)Cc1cc(=O)oc2cc(C)c(Cl)cc12
49	10.2	-4.2	-0.1	Cc1cc(C)c(NC(=S)NC(=O)c2ccccc2)cc1C
50	3.2	2.7	-1.1	CC[C@@H]1CC2=C(C(=O)OC(C)(C)O2)[C@H](c2ccc(Cl)cc2)O1
51	-16.9	-9.6	0.9	CC(=NNC(=S)N1CCCCC1)c1ccccn1
52	-6.8	-5.0	1.5	Cn1ccc2c(N3CCCCCC3)cc3c(c21)C1CCC3C1 (stereo not drawn)
53	-10.0	-7.9	0.9	O=C(CCS(=O)(=O)c1ccc(F)cc1)Nc1nccs1
54	-9.6	-8.0	2.3	CCCCCc1c(-c2cccc(Cl)c2)ncn1CCc1ccccc1OC
55	-3.6	-0.3	0.1	CNC(=O)OCc1snc(-c2ccccc2)c1COC(=O)NC
56	-5.2	11.8	-0.6	CC(C)C1C(=O)N(Cc2cn(CCC3OCCO3)nn2)CCS(=O)(=O)N1Cc1ccc(-c2ccccc2Cl)cc1 (stereo not drawn)
57	-2.9	5.4	0.1	OC(c1ccc(-c2ccccc2)cc1)c1ncc(-c2cccc(F)c2)[nH]1 (stereo not drawn)
58	4.7	-3.9	-0.3	CN(C)c1cccc(CNC(=O)c2ccc3sc([C@H]4C[C@H](O)[C@@H](CO)O4)nc3c2)c1
59	-4.1	1.9	0.7	CC1(C(=O)NS(=O)(=O)c2ccc(Cl)s2)CCN1C(=O)Cc1ccc(Cl)cc1Cl (stereo not drawn)
60	3.4	-3.0	0.3	CCOC(=O)CN1CCC(C2(c3cc4ccccc4[nH]3)OCCO2)CC1

Pulled by structure from above (three):
entry	CXCR6 inh	EBI2 block	MPTP inh	Molecule
52	-6.8	-5.0	1.5	Cn1ccc2c(N3CCCCCC3)cc3c(c21)C1CCC3C1 (stereo not drawn)
33	-5.1	-14.6	0.5	CCCNC(=O)C1(C)CCN(C(=O)c2ccc3c(c2)CCO3)C1 (stereo not drawn)
28	-2.2	-6.2	-2.1	COCCNC(=O)C1(C)CCCN(Cc2cc(-c3ccccc3)n(C)n2)C1 (stereo not drawn)

Record cards, from the list above. Order of values: CXCR6 inh | EBI2 block | MPTP inh
`CCNC(=O)C1(C)CCCN(Cc2ccc(-c3ccccn3)cc2)C1` (stereo not drawn) as listed: 7.7 | 6.5 | -0.2
`CCCCCc1c(-c2cccc(Cl)c2)ncn1CCc1ccccc1OC` as listed: -9.6 | -8.0 | 2.3
`Cn1ccc2c(N3CCCCCC3)cc3c(c21)C1CCC3C1` (stereo not drawn) as listed: -6.8 | -5.0 | 1.5
`COCCN(C(=O)CSc1nnc(-c2ccc(F)cc2)n1N)c1c(N)n(CC(C)C)c(=O)[nH]c1=O` as listed: -8.5 | -0.1 | -0.8
`COc1ccc(S(=O)(=O)Nc2cc3c4c(c2)CC(=O)N4CCC3)cc1OC` as listed: -4.5 | -1.6 | -1.2

Other results follow.
entry	CXCR6 inh	EBI2 block	MPTP inh	Molecule
61	-3.3	2.3	-0.4	CN(C)CCNc1ncnc2c1ncn2[C@H]1CN(Cc2ccc(Cl)cc2)C[C@@H](CO)O1
62	0.1	-0.3	1.3	CCCS(=O)(=O)NC(=O)C1(C)CCN(C(=O)c2ccc3ccccc3c2)C1 (stereo not drawn)
63	5.5	11.9	0.5	CC(C)CC1C(=O)N(Cc2cn(CC3CCCCC3)nn2)CCS(=O)(=O)N1Cc1ccc(-c2ccc(F)nc2)cc1 (stereo not drawn)
64	-1.3	-1.4	-3.1	O=C(Nc1ccc(Cl)cn1)c1ccccc1-c1ccccc1
65	33.7	42.0	1.3	Cc1ccn2c(Cc3ccccc3)c(-c3ccc(Br)cc3)nc2c1
66	2.8	3.2	0.0	Cc1ccc(C)c(CC(=O)N2CCCC(c3cc(C(=O)Nc4ccccc4Cl)no3)C2)c1 (stereo not drawn)
67	-2.1	-9.7	1.3	COc1ccc([C@H]2C[C@@H](O)[C@H](n3cc(C4CC4)nn3)CN2C(=O)C2CCCCC2)cc1
68	-5.0	-4.1	1.1	CCSCCCn1[nH]c2ccccc2c1=O
69	4.9	3.4	-0.7	Cc1cccc(C)c1NC(=O)CN(c1c(C)cccc1C)S(C)(=O)=O
70	17.5	-1.3	-4.0	COc1ccc(Cc2c(-c3ccc(OC)c(OC)c3)nc3ccc(C)cn23)c(C)c1
71	3.5	0.0	0.0	CCCn1c(N)c(N(CCOC)C(=O)COC(=O)COc2c(C)cc(C)cc2C)c(=O)[nH]c1=O
72	4.0	-26.6	0.7	CC(C)(C)Cc1c(-c2ccc(Br)cc2)nc2ccc(Cl)cn12
73	-1.1	-2.8	-0.6	COc1ccc(NC(=O)c2cc(C3CCCCN3C(=O)OCC(C)C)on2)c(C)c1 (stereo not drawn)
74	3.2	-9.7	0.2	CCOC(=O)c1ccc(NC(=O)c2nc[nH]c2C(=O)NC[C@@H](C)O)cc1
75	0.4	-5.2	0.5	CC(C)Cc1nnc(NC(=O)C2CCCN(C(=O)c3ccc(Cl)cc3)C2)s1 (stereo not drawn)
76	-7.8	-11.2	-0.2	CC1(C(=O)Nc2ccccc2Br)CCN1C(=O)CC1CC1 (stereo not drawn)
77	-2.5	5.7	0.3	CCCS(=O)(=O)NC(=O)C1(C)CCN(C(=O)c2ccc(F)cc2Cl)C1 (stereo not drawn)
78	4.3	-5.8	-0.6	COc1cc(C#N)c(NC(=S)N2CCN(C(=O)c3ccco3)CC2)cc1OC
79	-5.4	10.3	1.9	Fc1ccc(-c2nc3c(Cl)cc(C(F)(F)F)cn3c2Cc2ccsc2)cc1
80	-2.5	1.2	-0.2	COc1ccccc1-c1csc(C(O)c2cccc(Cl)c2)n1 (stereo not drawn)
81	12.1	12.2	-0.1	COc1ccc(C(=O)c2[nH]c(N)c(C(=O)NCCc3c[nH]c4ccccc34)c2-c2ccccc2Br)cc1
82	-6.7	-2.4	-1.5	CCNC(=O)C1(C)CCN(C(=O)c2cc(C)oc2C)C1 (stereo not drawn)
83	3.2	21.7	1.2	CCCOc1ccc(F)cc1-c1cc(C(=O)Nc2ccc(OC)cc2OC)[nH]n1
84	-5.8	-4.4	2.5	COCOCCn1cc(CN2CCS(=O)(=O)N(Cc3ccc(-c4ccncc4)cc3)C(C(C)C)C2=O)nn1 (stereo not drawn)
